# Source: PubChem BioAssay (National Center for Advancing Translational Sciences (NCATS))
# KCNH2 3.1 inh = blocks the human KCNH2 3.1 channel isoform; activity change, % (tested at about 1.8 µM); actives 0.95% (n = 340,000); U2OS KCNH2 3.1, thallium flux FluxOr; stronger effect = lower value; AID 720553;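 active means maximum activity change below -70%; inconclusive means maximum activity change from -70% to -50%; inactive means maximum activity change above -50%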;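 further: thallium influx rate constant from kinetic fluorescence after stimulation buffer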
#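 FluxOr-based Tl+ influx in U2OS cells transduced with KCNH2 3.1 virus; rate constants normalized to DMSO controls.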
# The depositor's hits bear a star; ? = inconclusive. On the % scale 0 is the no-effect control and ±100 the full control effect. These rows are one share of the data; count on the stated rates, not on these rows.
cpd	mol	KCNH2 3.1 inh
1	COc1ccc(N2CCN(CC(=O)Nc3ccccc3C(=O)NC(C)c3ccccc3)CC2)cc1 (configuration not stated)	6
2	CCCC1OC(c2cc3c(cc2Cl)OCO3)OCC1CC (configuration not stated)	20
3	Cc1nc(-c2ccc(F)cc2)c(CC(=O)N(C)CC(=O)Nc2cccc(F)c2)s1	0
4	CC1=C(C(=O)N(C)C)CC(CC(=O)NCCc2ccccn2)C(=O)N1Cc1ccccc1 (configuration not stated)	13
5	Nc1ccc(C=C2C=Cc3ccccc32)cc1	-11
6	CCOc1ccc(OCCC(=O)N(CC(C)C)c2c(N)n(Cc3ccccc3)c(=O)[nH]c2=O)cc1	-4
7	CSc1ncnc2c1ncn2CCCN1CCN(c2ccccn2)CC1	-2
8	O=C(NN=Cc1ccc(Cl)cc1Cl)c1ccccc1	13
9	CCN(c1ccc(NC(=O)COC(=O)C2CCN(c3ccc(C(F)(F)F)cn3)CC2)cc1)C(C)C	-9
10	Cc1ccc(N2CC(C(=O)Nc3cccc(S(=O)(=O)N4CCOCC4)c3)CC2=O)cc1 (configuration not stated)	4
11	C=C1CCN([C@@H](CC(C)C)C(=O)NN2CCOCC2)S(=O)(=O)c2ccccc21	4
12	CC(C)(C)CN1C(N)=NC[C@@H]1Cc1ccccc1	0
13	Cn1c(=O)c2[nH]c(CCc3ccncc3)nc2n(C)c1=O	15
14	Brc1cc2c(cc1C1OCCO1)OCO2	20
15	COc1cc(NC(=O)C2CCN(S(=O)(=O)c3cccs3)CC2)c(C(=O)O)cc1OC	-3
16	NNC(=O)Cc1cc(=O)[nH][nH]1	1
17	Cc1cccc(NC(=O)CN2CCN(C(=O)c3cc(C4CC4)nn3-c3ccccc3)CC2)c1C	-14
18	CC1(C)CCC(=O)c2ccccc21	17
19	c1ccc(C(Nc2cccnc2)c2ccccc2)cc1	-23
20	CC1=C(C(=O)N(C)C)CC(CC(=O)NCC2CCCCC2)C(=O)N1CCCN1CCCC1=O (configuration not stated)	0
21	CC(=O)C1CCC2C3CC=C4CC(SC(=N)N)CCC4(C)C3CCC12C (configuration not stated)	-13
22	Cc1cc(-c2nc3cc(F)ccc3s2)ccc1N	-24
23	C=C1CCN([C@@H](Cc2ccccc2)C(=O)Nc2ccc(OC)cc2)S(=O)(=O)c2ccccc21	1
24	COc1ccc(C2CCc3cc4c(cc3C2=NO)OCO4)cc1OC (configuration not stated)	-9
25	CC(=O)c1ccc(S(=O)(=O)N2CCN(C(=O)c3cccc(S(=O)(=O)N4CC(C)OC(C)C4)c3)CC2)cc1 (configuration not stated)	11
26	CCCCN(C(=O)CSCc1ccc(C)cc1)c1c(N)n(Cc2ccccc2)c(=O)[nH]c1=O	-14
27	CN(C)CCO/N=C(\c1ccc(Br)cc1)c1cccnc1	-25
28	Brc1ccsc1/C=N/Nc1ccccc1	1
29	O=C(O)C(CCc1ccccn1)c1ccccc1 (configuration not stated)	3
30	O=C(/C=C/c1ccco1)NC(=S)Nc1cccc(-c2nc3ccccc3s2)c1	-6
31	C[C@@H]1CN([C@H](C)CO)C(=O)CCCn2nncc2CO[C@H]1CN(C)Cc1cccc(C(F)(F)F)c1	9
32	CN(C)CCNc1ccc2nnn3c4ccc(O)cc4c(=O)c1c23	1
33	CCCCCCCCNS(=O)(=O)CCNCc1ccccc1	4
34	FC(F)(F)c1cc(CCN2CCNC[C@@H]2Cc2ccccc2)cc(C(F)(F)F)c1	-13
35	Cc1ccccc1OCc1nnc(SC(C)C(=O)O)n1-c1ccccc1 (configuration not stated)	-7
36	CS(=O)(=O)c1ccc(Cl)c(NC(=O)CSC(=S)N2CCCC2)c1	3
37	CC(=O)Nc1ccc(OCc2cn(CC(=O)c3ccc(O)cc3)nn2)cc1	6
38	COc1cccc(C(=O)NCCCc2ccccc2)c1OC	6
39	COc1ccc(NC(=O)CN(C)CC(=O)Nc2cccc(F)c2)cc1S(=O)(=O)N1CCCCC1	6
40	O=C(O)CCCC[C@@H]1SC[C@@H]2NC(=O)N[C@@H]21	7
41	COc1ccc(C(=O)NCC(c2ccco2)N2CCc3ccccc3C2)c(OC)c1 (configuration not stated)	-9
42	N#Cc1cnn2c(=O)[nH]cnc12	5
43	CC(C)(C)S(=O)N1Cc2cn(Cc3ccccc3)c(=O)cc2[C@H]1CCO (some centres not stated)	2
44	Cc1ccc2cc(CN(CCCN3CCOCC3)C(c3nnnn3Cc3ccco3)C(C)C)c(=O)[nH]c2c1C (configuration not stated)	1
45	Oc1[nH]c2ccccc2c1N=Nc1ccccn1	8
46	CCC(=O)Oc1ccc(NC(=O)c2ccc(S(=O)(=O)N3CCCC3)cc2)cc1	-2
47	CCN(C(=S)Nc1cccc2ccccc12)c1ccccc1	-2
48	C=CCc1cc(CN2CC(C)OC(C)C2)c(O)c(OC)c1 (configuration not stated)	7
49	NS(=O)(=O)c1ccc(CCNC(=O)c2cc(S(=O)(=O)N3CCCCC3)ccc2Cl)cc1	-10
50	Cc1cc(C(C)(C)C)ccc1Oc1cccc2c1S(=O)(=O)N(C1CCCC1)CC(COCc1ccccc1)O2 (configuration not stated)	-1

# (continued)
cpd	mol	KCNH2 3.1 inh
51	O=C1OCC/C1=C1/NCCNC1=O	12
52	C[C@@H]1CCCCO[C@@H](CN(C)S(=O)(=O)c2ccccc2)[C@@H](C)CN([C@H](C)CO)C(=O)c2cc(N(C)C)ccc2O1	9
53	CN(C)Cc1c[nH]c2nccnc12	12
54	c1ccc2c(-c3cncc4ccccc34)cncc2c1	9
55	O=S(=O)(Cc1ccc(Cl)cc1Cl)c1ccc(Cl)cc1	5
56	O=C1Nc2ccccc2Cc2ccccc21	-3
57	COc1ccc(C(=O)Nc2cccc(C)n2)cc1S(=O)(=O)N1CCCc2ccccc21	-5
58	Sc1ccccc1N=Cc1cccs1	-5
59	O=C1c2ccccc2S(=O)(=O)c2cc(N3CCN(c4ccccc4)CC3)ccc21	-20
60	O=C(NCc1ccccc1)c1onc(CSc2ccncc2)c1C(=O)NCc1ccccc1	-6

# Pulled by structure from the list above, three records:
cpd	mol	KCNH2 3.1 inh
56	O=C1Nc2ccccc2Cc2ccccc21	-3
53	CN(C)Cc1c[nH]c2nccnc12	12
54	c1ccc2c(-c3cncc4ccccc34)cncc2c1	9

# Following part:
cpd	mol	KCNH2 3.1 inh
61	CCOC(=O)[C@@H]1[C@H]2COc3ccccc3[C@@H]2N2C(=O)N(c3cccc(F)c3)C(=O)[C@]12C	10
62	C[C@H]1CN([C@@H](C)CO)C(=O)c2cc(Br)cnc2O[C@@H]1CN(C)C(=O)CN(C)C	3
63	O=C(CCN1C(=O)/C(=C\c2ccccc2F)SC1=S)N1CCOCC1	5
64	COc1ccccc1NC(=O)c1ccc(COc2ccccc2OC)cc1	-3
65	c1ccc(N2CCN(Cc3ccc4c(c3)OCO4)CC2)nc1	19
66	CCOc1ccc(C(=O)CN2C(=O)NC3(CCCc4ccccc43)C2=O)cc1 (configuration not stated)	11
67	Cc1ccc(NC(=O)c2ncn(CCCNCc3ccc4c(c3)OCO4)n2)cc1C	?
68	Cc1cccc(C(=O)Nc2ccc(C(=O)N/N=C/c3ccco3)cc2)c1	-20
69	Cn1cc(CN2CCC(n3nccc3NC(=O)c3ccc4c(c3)OCO4)CC2)cn1	1
70	O=C1CCCCC1C(O)(C(=O)c1ccccc1)c1ccccc1 (configuration not stated)	-30

# Molecules listed so far that contain an aryl thioether with sulfur outside any ring (3):
cpd	mol	KCNH2 3.1 inh
7	CSc1ncnc2c1ncn2CCCN1CCN(c2ccccn2)CC1	-2
35	Cc1ccccc1OCc1nnc(SC(C)C(=O)O)n1-c1ccccc1 (configuration not stated)	-7
60	O=C(NCc1ccccc1)c1onc(CSc2ccncc2)c1C(=O)NCc1ccccc1	-6

# Other records follow:
cpd	mol	KCNH2 3.1 inh
71	COc1ccc(C(=O)NCCCN2CCCC2=O)cc1S(=O)(=O)N1CCOCC1	-1
72	COc1ccc(C(=O)NCC2CCCO2)cc1S(=O)(=O)NCc1ccc(Cl)cc1 (configuration not stated)	-6
73	COc1cccc(C(=O)c2ccncc2C(=O)O)c1OC	8
74	O=C(Nc1ccc(S(=O)(=O)Nc2ncccn2)cc1)c1cccc([N+](=O)[O-])c1	9
75	CC(C)c1ccc(C(=O)Nc2ccc(S(=O)(=O)NC3=NCCCCC3)cc2)cc1	-16
76	COc1ccc(-c2ccc3oc(-c4ccc(OC)cc4)c(C#CCCO)c3c2)cc1	6
77	CC(C)/C(C=O)=C(/NC1CCCCC1)c1ccccc1	-6
78	CCOC(=O)c1cc2c(=Cc3ccc(N(C)C)cc3)c3ccccc3n2[n+]1C	-13
79	COc1ccccc1N1CCN(S(=O)(=O)CCNC(=O)CC2CCCC2)CC1	-5
80	CCOc1ccc(CCN2C(=S)N([C@@H](CC(C)C)CN3CCCC3CN3C(=S)NC[C@@H]3CC(C)C)C[C@@H]2CC(C)C)cc1 (some centres not stated)	3
81	COc1ccc([C@H]2/C=C\CN(Cc3ccc(N(C)C)cc3)[C@@H](C)C(=O)N2Cc2ccc(F)cc2)cc1	-2
82	O=C(C1CC1)N1CCN(Cc2ccccc2)CC1	7
83	COc1cccc(S(=O)(=O)N(C)C[C@@H]2OCc3cnnn3CCCC(=O)N([C@@H](C)CO)C[C@H]2C)c1	17
84	O=C(NN=Cc1ccccc1Cl)c1ccccc1	4
85	CCOc1ccccc1N1CCN(CC(=O)Nc2nccs2)CC1	3
86	Cc1cn([C@H]2C[C@H](O)[C@@H](CNC(=O)[C@@H]3C[C@H](F)CN3)O2)c(=O)[nH]c1=O	7
87	COc1cc(CNC[C@H]2O[C@@H](n3cnc(C(N)=O)n3)[C@H](O)[C@@H]2O)ccc1OCc1cccc(Cl)c1	6
88	COc1ccc(N2CCN(C(=O)COC(=O)[C@@H](NC(=O)c3ccccc3Cl)C(C)C)CC2)cc1	5
89	CSc1ccc(/C=C2\NC(=O)NC2=O)cc1	35
90	CC1(C)CC(=O)C=C(c2ccc(Oc3ccccc3)cc2)C1=O	0
91	Oc1cccc(C=NNc2ccccn2)c1	6
92	Cc1ccc([C@H]2C[C@H](n3cc(C4CC4)nn3)[C@@H](O)CN2Cc2cccs2)cc1	37
93	O=[N+]([O-])c1ccccc1CCc1ccccc1[N+](=O)[O-]	-5
94	CCCCCCn1c(SCC(=O)NC2CCS(=O)(=O)C2)nc2ccccc2c1=O (configuration not stated)	?
95	Cc1cc(C)c(NC(=O)CN2CCOCCOCCOCCOCC2)c(C)c1	-2
96	CCCn1c(SCC(=O)Nc2ccc(S(=O)(=O)N3CCOCC3)cc2)n[nH]c1=O	-1
97	COc1ccc(C(CNC(=O)c2cccc(S(=O)(=O)Nc3ccccc3OC)c2)N2CCCCC2)cc1 (configuration not stated)	-6
98	Cc1cnc(C2OCCO2)c2cccc(N)c12	5
99	OCC(O)C1OC(Oc2ccccc2)C(O)C(O)C1O (configuration not stated)	16
100	C[C@@H]1CCCCO[C@@H](CN(C)Cc2ccccc2)[C@@H](C)CN([C@H](C)CO)C(=O)c2cc(NC(=O)Nc3cccc4ccccc34)ccc2O1	9
101	CC(CN1CCN(CCOCCO)CC1)CN1c2ccccc2Sc2ccc(Cl)cc21 (configuration not stated)	-102*
102	CC(C)CC1C(=O)N(Cc2cn(CCC3OCCO3)nn2)CCS(=O)(=O)N1Cc1ccc(-c2ccc(F)cc2)cc1 (configuration not stated)	-42
103	Cn1c(N=Cc2ccc([N+](=O)[O-])cc2)c(N)c(=O)n(C)c1=O	-48
104	Cc1nc(N2CCCCC2)[nH]c(=O)c1CN(C)N=O	-7
105	CCC(Cc1ccccc1)OC(=O)c1ccccc1C(=O)O (configuration not stated)	4
106	COC(=O)C1=C[C@@H](C(=O)OC)[C@@H]2C3=C(C(=O)[C@@]2(C)NC(=O)c2ccccc2)[C@H](c2ccccc2)n2c(=O)n(-c4ccccc4)c(=O)n2[C@@H]3C1	-39
107	O=[N+]([O-])c1cccc2nc3ccccc3c(NCCCn3ccnc3[N+](=O)[O-])c12	-7
108	COc1cccc(N2[C@@H](CC(C)=O)c3ccc(/C=C/C(C)=O)cc3S2(=O)=O)c1	1
109	Cc1ccc(-n2c(-c3ccncc3)nnc2-c2cccs2)cc1	-6
110	CC(=O)Nc1c(Cl)cc(Cl)c2c1Cc1cc(Cl)ccc1-2	-1
111	O=C1CCC(C(=O)OCC(=O)Nc2ccc(OC(F)F)cc2)=NN1	8
112	C[C@@H]1CN([C@H](C)CO)C(=O)CCCn2nncc2CO[C@@H]1CN(C)C(=O)NC1CCCCC1	-2
113	Cc1cc(NC(=O)CN2C(=O)/C(=C/c3ccc(C(C)C)cc3)SC2=S)no1	2
114	O=[N+]([O-])c1cc(S(=O)(=O)Nc2ccccc2)ccc1Nc1ccccc1	10
115	COC(=O)[C@H]1C[C@H](OC(=O)Nc2cccs2)[C@@]2(O)CN(S(=O)(=O)c3ccc(C)cc3)CC2[C@H]1C(=O)OC (some centres not stated)	3
116	O=C(O)c1ccccc1NN=Cc1ccccc1	-77*
117	CCCC(=O)OCC1CN(Cc2ccco2)S(=O)(=O)c2c(F)cccc2O1 (configuration not stated)	8
118	Cc1nnc(SCC(=O)NC2(C#N)CCCCC2)n1N	6
119	COc1cc2sc3ccc(C#Cc4ccccn4)cc3c(=O)c2cc1OC	7
120	O=C1[C@H]2[C@@H](c3ccccc3)N[C@]3(CCCN(Cc4ccc(Cl)cc4)C3=O)[C@H]2C(=O)N1Cc1ccccc1	5

# (cont.)
cpd	mol	KCNH2 3.1 inh
121	Cc1ccc(NC(=O)NC2OC(=O)c3ccccc32)cc1 (configuration not stated)	16
122	CCOc1ccccc1Nc1nc(N)nc(Cl)c1CC	-19
123	CCN(CC)CCCC(C)n1c(C)cc(C(=O)NS(=O)(=O)c2ccc(C)cc2)c1C (configuration not stated)	-5
124	OCC[C@H]1C[C@H](O)[C@@H](O)[C@]2(CCCO2)O1	-9
125	Cc1cccc(N=Cc2ccccc2O)c1C	-6
126	c1ccc(-c2csc(CN3CCCCC3)n2)cc1	-1
